OTUD3 block – human OTUD3 deubiquitinase inhibition | Q5T2D3 | purified OTUD3, Ub-rhodamine fluorescence, 2 h | inhibition, % at 25 µM | 47,000 compounds, 0.7% hits | AID 1645858
USP17 inh – inhibitors of human USP17 deubiquitinase; A8MUK1; purified USP17, Ub-rhodamine cleavage fluorescence, 3 h; 47,000 compounds, 6.5% hits; inhibition, % at 50 µM
USP8 inh – inhibitors of human USP8 deubiquitinase | AID 1645853 | inhibition, % at 20 µM | 47,000 compounds, 4.2% hits | P40818 | purified USP8, Ub-rhodamine cleavage fluorescence, 30 min
USP7 inh – human USP7 deubiquitinase inhibition. Q93009. purified USP7, Ub-rhodamine cleavage fluorescence. inhibition, % at 20 µM. 47,000 compounds, 0.3% hits
Target sequence (Q93009 whole entry, looked up): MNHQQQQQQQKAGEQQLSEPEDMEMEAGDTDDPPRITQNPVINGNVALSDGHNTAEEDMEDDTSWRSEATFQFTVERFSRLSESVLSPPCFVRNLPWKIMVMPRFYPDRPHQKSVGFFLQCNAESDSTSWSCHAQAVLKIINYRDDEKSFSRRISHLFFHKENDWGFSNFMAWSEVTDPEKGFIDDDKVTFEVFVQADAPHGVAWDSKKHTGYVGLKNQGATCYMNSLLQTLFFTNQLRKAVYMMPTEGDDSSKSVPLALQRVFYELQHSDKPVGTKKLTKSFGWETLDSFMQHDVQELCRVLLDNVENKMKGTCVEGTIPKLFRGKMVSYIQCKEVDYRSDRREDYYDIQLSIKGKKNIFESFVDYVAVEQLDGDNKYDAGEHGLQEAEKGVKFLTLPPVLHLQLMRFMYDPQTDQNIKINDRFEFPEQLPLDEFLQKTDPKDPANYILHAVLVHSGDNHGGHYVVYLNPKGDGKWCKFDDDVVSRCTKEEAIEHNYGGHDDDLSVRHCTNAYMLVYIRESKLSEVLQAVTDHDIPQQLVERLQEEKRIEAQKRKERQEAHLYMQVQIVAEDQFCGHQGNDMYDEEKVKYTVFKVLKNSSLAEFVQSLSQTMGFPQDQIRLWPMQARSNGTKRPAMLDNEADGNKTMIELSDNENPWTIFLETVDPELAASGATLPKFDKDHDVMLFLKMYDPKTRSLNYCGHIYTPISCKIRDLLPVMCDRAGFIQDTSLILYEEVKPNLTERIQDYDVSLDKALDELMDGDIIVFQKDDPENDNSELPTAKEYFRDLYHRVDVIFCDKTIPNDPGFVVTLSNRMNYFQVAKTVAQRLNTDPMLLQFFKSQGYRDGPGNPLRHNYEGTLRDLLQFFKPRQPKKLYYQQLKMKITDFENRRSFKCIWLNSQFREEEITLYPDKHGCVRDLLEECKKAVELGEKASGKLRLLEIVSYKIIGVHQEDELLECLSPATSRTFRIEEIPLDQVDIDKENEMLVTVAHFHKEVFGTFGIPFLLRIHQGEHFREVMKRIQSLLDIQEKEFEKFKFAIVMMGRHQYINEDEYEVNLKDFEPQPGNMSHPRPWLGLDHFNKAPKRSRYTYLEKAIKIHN
USP10 block – human USP10 deubiquitinase inhibition | inhibition, % at 20 µM | 47,000 compounds, 1.1% hits | Q14694 | purified USP10, Ub-rhodamine fluorescence, 60 min
USP28 block – inhibitors of human USP28 deubiquitinase | inhibition, % at 25 µM | purified USP28, Ub-rhodamine cleavage fluorescence, 30 min | AID 1645857 | 47,000 compounds, 3% hits
UCHL1 block – blocks human UCHL1 ubiquitin-rhodamine cleavage; AID 1645859; 47,000 compounds, 0.2% hits; P09936; purified UCHL1, Ub-rhodamine cleavage fluorescence; inhibition, % at 20 µM
USP30 block – human USP30 deubiquitinase inhibition. purified USP30, Ub-rhodamine cleavage fluorescence. inhibition, % at 25 µM. 47,000 compounds, 5.3% hits. AID 1645860
Active calls of the source: *; . = not tested or not shown. Rule as the data show it: active = inhibition above about 30%; inactive = the rest. No enrichment for hits; about 14% have a hit in one of these screens.

SMILES	OTUD3 block	USP17 inh	USP8 inh	USP7 inh	USP10 block	USP28 block	UCHL1 block	USP30 block
Cc1cccc(CCN(C(=O)c2ccco2)C(C(=O)NC2CCCC2)c2ccccc2)c1 (stereo not drawn)	5	1	-5	1	5	-30	4	23
CCc1ccc(C2CN3C(=O)CN(C4CC4)C(=O)[C@]3(C)c3[nH]c4ccccc4c32)cc1 (stereo partly drawn)	0	-2	15	-73	7	9	12	7
CCCC1Cc2c(sc3nc(SCC(=O)OCC)nc(N)c23)CO1 (stereo not drawn)	-14	19	-7	0	6	-24	-4	-14
CSc1ccc(NC(=O)CCc2cccc3[nH]ccc23)cc1	-6	-4	4	1	0	4	2	-21
CCOc1ccccc1NC(=O)Cn1ccn2nc(-c3ccc(OC)cc3)cc2c1=O	6	50*	4	6	7	6	6	43*
O=C(NCc1cccc(F)c1)C1CCN(c2cnc3nccnc3c2)CC1	-82	-115	-121	-28	-3	-97	-36	-360
CCN1C(=O)c2ccccc2C(=O)[C@@]2(C)CN(S(=O)(=O)c3ccccc3)C[C@@H]12	3	11	7	2	-1	4	2	12
CC(=O)c1ccc(NC(=O)Cc2sc(C)nc2-c2ccc(C)cc2)cc1	-1	-5	-25	2	1	39*	8	-3
COC(=O)c1cc(S(=O)(=O)NC2CCCC2)c(C)n1C	0	0	-7	-1	1	0	-2	3
CCc1cc(=O)[nH]c(NC2CCN(C(=O)C3(c4ccc(OC)cc4)CC3)CC2)n1	6	4	6	4	0	12	2	20
CC(C)CN1Cc2cccc(C(=O)N[C@@H](C)Cn3nnc4ccccc43)c2C1=O	5	5	5	-9	0	12	0	9
Cc1ccc(Nc2cc(C(=O)NCC3CCCO3)c3ccccc3n2)cc1C (stereo not drawn)	-1	-5	-1	-1	-8	-16	-2	-10
COc1ccc2c(c1)c(N1CCCC1=O)c(C(=O)NCc1ccccc1F)n2C	1	-1	-3	-2	0	2	-1	-5
CNc1nc2c(c(=O)n1Cc1ccccc1)CN(C(=O)c1ccccc1)CC2	7	1	-3	4	1	9	4	15
Cn1ncc2c(NCc3ccccc3)nc(N3CCCCC3)nc21	-15	-6	-11	-34	11	4	6	-12
CCN(CCNS(=O)(=O)c1ccc2c(c1)NC(=O)C(C)CS2)Cc1ccccc1 (stereo not drawn)	-5	-16	0	3	2	-5	-1	-6
CC1=C(C(=O)Nc2cccnc2)C(c2cccc(O)c2)n2ncnc2N1 (stereo not drawn)	8	9	-1	6	-1	4	4	9
CC1Cc2cc(C(=O)NCc3ccc4c(c3)OCCCO4)ccc2O1 (stereo not drawn)	-1	7	2	-1	-1	1	-1	4
CCOc1ncccc1C(=O)Nc1ccc(S(=O)(=O)Nc2cc(C)nc(C)n2)cc1	-3	-12	-5	0	-3	-2	-1	-16
c1ccc2c(c1)nc1nccc(-c3ccc(-n4cncn4)cc3)n12	0	15	1	1	1	-2	1	-1
Cc1nc(Nc2nnc(C)s2)cc(C2CCCN2C(=O)C2CCCC2)n1 (stereo not drawn)	-1	-4	1	4	-2	-6	0	7
C/C(=C(\NC(=O)c1ccccc1)C(=O)NCc1ccccc1)c1ccc(C)cc1	0	-4	-30	0	10	6	-1	-4
CN1CCOCC2(CCCN(C(=O)c3ccccc3F)C2)C1 (stereo not drawn)	-2	-8	-42	-3	1	-2	-5	0
CC(=O)c1ccc(OCC(O)CNCc2ccc3c(c2)OCO3)cc1 (stereo not drawn)	-5	-13	0	0	2	-1	-1	-5
O=C(c1ccc2ccccc2n1)N1CCCC(Cc2cc(-c3ncc[nH]3)ncn2)C1 (stereo not drawn)	-4	-11	-94	-5	0	-11	-4	0

The final two entries of the section above open the next one.
SMILES	OTUD3 block	USP17 inh	USP8 inh	USP7 inh	USP10 block	USP28 block	UCHL1 block	USP30 block
CC(=O)c1ccc(OCC(O)CNCc2ccc3c(c2)OCO3)cc1 (stereo not drawn)	-5	-13	0	0	2	-1	-1	-5
O=C(c1ccc2ccccc2n1)N1CCCC(Cc2cc(-c3ncc[nH]3)ncn2)C1 (stereo not drawn)	-4	-11	-94	-5	0	-11	-4	0
Cc1cnc(CNC(=O)c2cc(-c3csc(-c4cnccn4)n3)n3ccccc23)cn1	-33	-62	-63	-41	-11	-45	-33	-109
Cc1nc(C2CN(CC(=O)Nc3sc(C)c(C)c3C)CCO2)n[nH]1 (stereo not drawn)	3	-13	-68	4	-1	-1	0	-4
COc1cccc(C(=O)Nc2nc(-c3ccco3)c(-c3ccco3)s2)c1	25	44*	62*	50*	-8	0	52*	-170
CCN1CCN(C(=O)CCC(=O)N2CCCn3nc(C)cc32)CC1	3	5	13	4	0	4	0	12
Clc1ccc(-c2cc3nc(NCCc4ccncc4)ccn3n2)cc1	-3	.	14	-1	-8	-6	-5	-55
Cc1nc(-c2ccccn2)sc1C(=O)Nc1cccc(C(=O)NC2CC2)c1	-6	-12	-15	0	0	3	-3	-15
O=C(O)C1O[C@H](O)C(O)C(O)[C@@H]1O (stereo partly drawn)	0	9	1	2	0	3	0	4
Cc1ccc(CNc2nc3nc(CN4CCOCC4)cc(=O)n3[nH]2)cc1	-2	-8	-18	0	-3	-3	-3	3
O=C(COc1ccc(Cl)cc1)Nc1ccc2c(c1)CCC(=O)N2Cc1ccccc1	1	3	12	8	7	3	4	11
CNc1nc(C2CCCN(C(C)=O)C2)nc2c1CCN(C(=O)c1oc3ccccc3c1C)C2 (stereo not drawn)	-16	-10	-2	1	-4	-18	1	-9
COc1ccc(Nc2cc(C(=O)NCCCN3CCN(c4ccc(F)cc4)CC3)c3ccccc3n2)cc1	-10	-14	-5	6	6	-10	6	-7
Cc1ccc(C(=O)N2CCCn3nnc(Cn4cccn4)c3C2)cc1F	-2	-12	-19	-3	0	-2	-5	-8
O=C(O)c1cccc(NC(=O)C2c3ccccc3Oc3ccccc32)c1	0	-1	-15	1	5	0	4	-12
c1ccc(-c2csc(N3CCOCC3)c2-c2ccccc2)cc1	-11	15	0	2	1	-17	0	-24
COc1ccc(CC(=O)NCc2cc(-c3ccc(Cl)cc3)on2)cc1	5	16	15	3	3	-2	0	13
O=C(c1ccc(F)cc1)C1CC1c1c(F)cccc1Cl (stereo not drawn)	5	8	1	-32	2	14	0	-18
CCC1(c2ccccc2)NC(=O)N(CC(=O)Nc2cccc(C(C)=O)c2)C1=O (stereo not drawn)	0	12	4	-2	-3	3	0	1
O=C(NCc1ccc(-c2nc3cnccc3o2)cc1)c1ccccc1Cl	-2	38*	16	1	-1	-9	-2	-26
O=C(c1nc(-c2cccc3[nH]ccc23)no1)N1CCN(c2ccccc2)CC1	-2	0	-2	3	5	-13	4	-8
CSc1ncc2c(=O)n(CC(=O)Nc3cccc(C)c3)cnc2n1	5	-49	-25	-9	-4	.	-25	.
CCOC(=O)c1cc(OCC(=O)Nc2ccc(C)cc2)c2cc(Cl)ccc2n1	18	19	14	1	0	2	-1	5
Cc1[nH]nc2c1C(c1ccc3c(c1)OCO3)CC(=O)N2 (stereo not drawn)	-5	-10	0	-10	-2	-6	-2	-204
Cc1ccc(-n2ncc3c(NCCN4CCOCC4)ncnc32)cc1C	-10	-15	-5	-4	0	-8	-6	-10
Cc1c(OCC(=O)c2ccc3c(c2)OCO3)ccc2c3c(c(=O)oc12)CCCC3	11	14	26	7	4	10	3	20
COCCN(C)C(=O)c1c2c(NCC3CC3)ncnc2n2ccccc12	-83	-60	31*	-38	-12	-98	-32	-432

One compound at a time, from the list above. Order of screens: OTUD3 block, USP17 inh, USP8 inh, USP7 inh, USP10 block, USP28 block, UCHL1 block, USP30 block
Results for `COc1cccc(C(=O)Nc2nc(-c3ccco3)c(-c3ccco3)s2)c1` : 25, 44*, 62*, 50*, -8, 0, 52*, -170
Results for `Cc1ccc(CNc2nc3nc(CN4CCOCC4)cc(=O)n3[nH]2)cc1` : -2, -8, -18, 0, -3, -3, -3, 3
Results for `Clc1ccc(-c2cc3nc(NCCc4ccncc4)ccn3n2)cc1` : -3, ., 14, -1, -8, -6, -5, -55
Results for `CCC1(c2ccccc2)NC(=O)N(CC(=O)Nc2cccc(C(C)=O)c2)C1=O` (stereo not drawn) : 0, 12, 4, -2, -3, 3, 0, 1
Results for `Cc1nc(-c2ccccn2)sc1C(=O)Nc1cccc(C(=O)NC2CC2)c1` : -6, -12, -15, 0, 0, 3, -3, -15

(cont.)
SMILES	OTUD3 block	USP17 inh	USP8 inh	USP7 inh	USP10 block	USP28 block	UCHL1 block	USP30 block
CC(C)N1Cc2[nH]cnc2C[C@H]1C(=O)N1CCC(Cc2ccccc2)CC1	-17	-20	-10	-16	-11	-17	-4	-57
O=C(Nc1cccnc1)c1cc(F)cc(F)c1	9	5	19	-2	0	1	0	19
CNC(=O)[C@@]12CCC3(CCN(C(=O)c4cccnc4)CC3)[C@@H]1CN(C)C2	10	-12	-3	6	2	3	1	10
Cc1nn(-c2nncc(-c3ccccc3)n2)c2c1C(c1cccc(OC(C)C)c1)CC(=O)N2 (stereo not drawn)	-2	2	-38	6	11	0	5	3
N#Cc1ccc(N2CCC(C3CCCCCN3C(=O)C3CCOCC3)CC2)nc1 (stereo not drawn)	4	5	-3	-10	-1	11	1	12
CCC1CCCCN1C(=O)c1cc2c(=O)n3ccccc3nc2n1Cc1ccccc1 (stereo not drawn)	10	9	9	-13	4	15	4	31*
CC(=O)N1CCC(c2cncc(-c3cccc(C(=O)O)c3)n2)CC1	15	5	18	6	1	5	2	22
O=C(CSc1ncnc2c1oc1ccccc12)Nc1cccc2ccccc12	7	8	12	5	15	0	3	16
CC(C)NC(=O)N1CCn2c(nnc2C2CCNCC2)C1	5	1	13	3	1	7	3	22
N#Cc1cccc(NC(=O)c2cc([N+](=O)[O-])ccc2N2CCCCC2)c1	-2	24	-1	0	9	-14	2	-14
O=C(NCCn1cc(SCC(=O)N2CCOCC2)c2ccccc21)c1ccccc1F	1	-4	-34	1	2	-4	-1	5
CC(Nc1nnc(Cc2ccccc2)c(=O)[nH]1)c1ccccc1 (stereo not drawn)	10	7	86*	20	27	11	10	27
O=C(Cn1c(=O)n(-c2ccc(F)cc2)c2ncccc21)N1CCC2(CC1)OCCO2	-1	7	9	-1	0	-8	-3	1
CN(C)[C@@H]1[C@@H](O)[C@H](Oc2cccc(F)c2)C[C@H]1NC(=O)c1cocn1	9	5	-4	1	-2	7	1	12
COc1ccc2c(CNC3CCCC3)c(C(=O)O)n(Cc3ccccc3F)c2c1	2	1	-14	-14	-1	4	-1	-4
Cc1nc(NCc2ccco2)nc2c1COCC21CCN(C(=O)CC(C)(C)C)C1 (stereo not drawn)	-16	-22	-6	-13	-7	-14	-5	-76
COc1ccc(C(=O)Nc2ccc3c(c2)N(C(=O)c2cccnc2)CCC3)cc1	-32	-29	-2	0	-2	-31	-6	-115
CS(=O)(=O)NNC(=O)C1Cc2c(ccc3ccccc23)O1 (stereo not drawn)	-1	-18	2	2	0	0	1	2
c1ccc(-c2noc(NC3CCCC3)n2)cc1	-9	-5	-2	-11	8	4	-1	-4
Cc1ccc(C(=O)NCc2ccncc2)cc1S(=O)(=O)N1CCCCC1	2	6	15	1	-1	7	4	13
O=C(c1cccnc1)N1CCC2(CC1)CCN(c1ncc(F)cn1)C2	-3	-15	-84	2	-2	-8	-2	-4
CSc1nnc(NC(=O)c2cc(-c3ccccc3O)n[nH]2)s1	2	20	7	10	28	.	3	.
CC(C)C(=O)N1CCc2cc(-c3csc(NC(=O)CN4CCOCC4)n3)ccc21	-38	-41	-61	-19	-4	-35	-16	-106
O=C(c1n[nH]c2c1CCC2)N1CCn2c(nnc2C2CC2)C1	8	9	3	1	-1	19	-1	17
CC(=O)c1c(C)[nH]c(C(=O)N2CCC(N3CCCCC3)CC2)c1C	12	16	-4	4	0	15	1	11
COc1ccc(-c2nnc(Cc3nc(-c4ccccc4C)no3)o2)cc1	0	-1	-1	4	-7	5	2	-17
Cc1cn2nnc(C(=O)NC3CCc4ccccc43)c2c(=O)[nH]1 (stereo not drawn)	1	24	64*	-1	-7	9	1	-7
COc1ccc(CCN2CCn3c(nc4cc(NC(=O)C(C)(C)C)ccc43)C2)cc1	-72	-65	-4	-12	-1	-67	-15	-329
Cc1cc(C)c(C)c(Oc2coc3cc(OC(=O)c4ccc(F)cc4)ccc3c2=O)c1	6	5	28	10	4	11	2	26

An excerpt of these results, field by field.
compound: Cc1cc(C)c(C)c(Oc2coc3cc(OC(=O)c4ccc(F)cc4)ccc3c2=O)c1
  OTUD3 block: 6
  USP17 inh: 5
  USP8 inh: 28
  USP7 inh: 10
  USP10 block: 4
  USP28 block: 11
  UCHL1 block: 2
  USP30 block: 26

compound: N#Cc1ccc(N2CCC(C3CCCCCN3C(=O)C3CCOCC3)CC2)nc1 (stereo not drawn)
  OTUD3 block: 4
  USP17 inh: 5
  USP8 inh: -3
  USP7 inh: -10
  USP10 block: -1
  USP28 block: 11
  UCHL1 block: 1
  USP30 block: 12

compound: COc1ccc2c(CNC3CCCC3)c(C(=O)O)n(Cc3ccccc3F)c2c1
  OTUD3 block: 2
  USP17 inh: 1
  USP8 inh: -14
  USP7 inh: -14
  USP10 block: -1
  USP28 block: 4
  UCHL1 block: -1
  USP30 block: -4

compound: Cc1cn2nnc(C(=O)NC3CCc4ccccc43)c2c(=O)[nH]1 (stereo not drawn)
  OTUD3 block: 1
  USP17 inh: 24
  USP8 inh: 64*
  USP7 inh: -1
  USP10 block: -7
  USP28 block: 9
  UCHL1 block: 1
  USP30 block: -7

High-throughput results as filed in PubChem.
